Vif-APOBEC3F blk = qHTS for Inhibitors of Vif-A3F Interactions: qHTS; HeLa A3F-eYFP + Vif (tagged APOBEC3F with the HIV-1 protein that degrades it), YFP fluorescence increase; Potency, µM (top dose mostly 46.1 µM), without a hit: top-dose activity, negative = active; hit rate 0.2% among 390,000; AID 602313, 2012; also: potency is read from the fitted curve at half-maximal effect; % of control where 0% means no effect; nearly all actives have a fitted effect of over 65% in size
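Fluorescence increase (Ex 488/Em 500-530) after overnight compound treatment at 37 deg C flags inhibition of Vif-driven A3F-eYFP loss in stable HeLa A3F-eYFP/Vif cells seeded overnight beforehand.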
RGS4 inhibitor = Inhibitors of Regulator of G Protein Signaling (RGS) 4: qHTS; hit rate 0.039% among 390,000; Transcreener GDP fluorescence polarization, RGS4-accelerated GTP hydrolysis; Regulator of G-protein signaling 4 (Homo sapiens), P49798; Potency, µM (doses to about 114 µM), inactives show at the top dose activity change, negative = inhibition, most hits filed as inhibitors; AID 504845, 2011; also: potency is read from the fitted curve at half-maximal effect; % is scaled to controls: 0 for no effect and ±100 for the full control effect; nearly all actives have a fitted effect of over 75% in size; some results filed as inactive show a strong effect at the top dose
Target sequence (P49798 whole entry, looked up): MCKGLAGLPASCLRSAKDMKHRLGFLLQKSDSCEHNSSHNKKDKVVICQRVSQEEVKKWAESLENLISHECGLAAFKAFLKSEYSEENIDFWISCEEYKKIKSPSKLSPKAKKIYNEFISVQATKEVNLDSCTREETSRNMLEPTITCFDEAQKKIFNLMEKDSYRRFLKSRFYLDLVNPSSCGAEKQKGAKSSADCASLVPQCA
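MLSMR compounds (23 nl, pin-transferred) preincubated 10 min at room temperature with a 500nM (2x) first reagent, then RGS4 at 900nM (2x) plus Transcreener GDP mix added; fluorescence polarization (620/688 nm) read before and after 90 min at 30 °C.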
rTrxR1 inhibitor = qHTS Assay for Inhibitors of Mammalian Selenoprotein Thioredoxin Reductase 1 (TrxR1): qHTS; recombinant rTrxR1, NADPH fluorescence consumption, selenite substrate; Potency, µM (titrated, usually from 114 µM), inactives show top-dose activity change, negative = inhibition, most hits filed as inhibitors; hit rate 1% among 390,000; AID 588453, 2011; also: potency is read from the fitted curve at half-maximal effect; % is scaled to controls: 0 for no effect and ±100 for the full control effect; nearly all actives have a fitted effect of over 65% in size
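Rat TrxR1 (90 nM in the dispensed reagent) was pre-reduced with 400 uM NADPH for 5 min at room temperature, then incubated with compound for 15 min. After 400 uM selenite was added, NADPH fluorescence (Ex 340/Em 450 nm) was followed for 8 min.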
IDH1 R132H inh = qHTS for Inhibitors of mutant isocitrate dehydrogenase 1 (IDH1): qHTS; IDH1-R132H enzyme, NADPH consumption, diaphorase/resazurin fluorescence; Isocitrate dehydrogenase [NADP] cytoplasmic (Homo sapiens), O75874; hit rate 0.093% among 390,000; AID 602179, 2012; Potency, µM (doses to about 76.6 µM), for the others: top-dose activity change, negative = inhibition, most hits filed as inhibitors; also: potency is read from the fitted curve at half-maximal effect; % is scaled to controls: 0 for no effect and ±100 for the full control effect; nearly all actives have a fitted effect of over 65% in size
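IDH1-R132H (0.5 ug/mL dispensed) in pH 7.5 Tris buffer was preincubated 30 min with compound, then given a substrate mix of 0.016 mM NADPH and 2 mM alpha-KG for 80 min at room temperature; remaining NADPH was read by diaphorase/resazurin fluorescence.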
USP1 inh = Inhibitors of USP1/UAF1: Primary Screen | Ubiquitin carboxyl-terminal hydrolase 1 (Homo sapiens), O94782 | recombinant USP1/UAF1, Ub-Rhodamine cleavage fluorescence | Potency, µM (highest dose often 57.1 µM), for inactives: at the top dose activity change, negative = inhibition, hits mostly inhibitors | hit rate 0.23% among 390,000; also: potency is read from the fitted curve at half-maximal effect; % is scaled to controls: 0 for no effect and ±100 for the full control effect; nearly all actives have a fitted effect of over 60% in size; inactives centre near -12
Target sequence (O94782 whole entry, looked up): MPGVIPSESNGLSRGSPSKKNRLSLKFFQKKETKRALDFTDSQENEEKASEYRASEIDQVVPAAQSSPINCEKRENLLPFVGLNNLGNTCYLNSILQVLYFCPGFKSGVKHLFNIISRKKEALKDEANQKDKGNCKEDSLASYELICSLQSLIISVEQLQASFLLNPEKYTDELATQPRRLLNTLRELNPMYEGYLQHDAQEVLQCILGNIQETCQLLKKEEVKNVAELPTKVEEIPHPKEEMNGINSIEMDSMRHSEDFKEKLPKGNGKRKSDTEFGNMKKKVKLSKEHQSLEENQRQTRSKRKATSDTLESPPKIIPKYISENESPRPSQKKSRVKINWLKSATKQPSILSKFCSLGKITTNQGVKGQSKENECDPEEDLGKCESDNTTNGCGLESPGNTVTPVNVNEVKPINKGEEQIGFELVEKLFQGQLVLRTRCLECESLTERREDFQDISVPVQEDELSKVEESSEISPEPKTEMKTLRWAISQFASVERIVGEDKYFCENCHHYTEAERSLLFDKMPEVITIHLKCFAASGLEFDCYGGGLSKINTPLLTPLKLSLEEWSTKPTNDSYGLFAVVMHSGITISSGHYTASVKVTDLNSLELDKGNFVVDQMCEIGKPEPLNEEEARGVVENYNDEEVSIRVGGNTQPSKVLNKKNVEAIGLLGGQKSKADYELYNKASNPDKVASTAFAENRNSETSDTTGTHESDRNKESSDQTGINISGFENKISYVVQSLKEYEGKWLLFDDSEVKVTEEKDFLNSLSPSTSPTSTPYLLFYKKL
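USP1/UAF1 complex (1 nM) preincubated 15 min at room temperature with compound, then Ub-Rho substrate (150 nM final) added. Kinetic fluorescence at 480/540 nm over 6 reads at 60 s intervals; 50 mM HEPES pH 7.8, 0.5 mM EDTA, 0.1 mg/ml BSA, 1 mM TCEP, 0.01% Tween-20.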
GRP78 ERSR act = qHTS for Inducers of the Endoplasmic Reticulum Stress Response (ERSR) in Human Glioma: qHTS | U87-MG GRP78 promoter luciferase reporter, 16 h | Potency, µM, without a hit: top-dose activation, hits mostly activators | hit rate 0.02% among 420,000 | AID 602332, 2012; also: potency is read from the fitted curve at half-maximal effect; series mostly up to about 76 µM; % of control where 0% means no effect; nearly all actives have a fitted effect of over 35% in size
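Stably transfected U87-MG glioma cells carrying a GRP78-based luciferase sensor; 16 h compound incubation. Luminescence end-point read 10 min after Bright-Glo addition at room temperature.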
Vif-APOBEC3G blk = qHTS for Inhibitors of Vif-A3G Interactions: qHTS | DNA dC->dU-editing enzyme APOBEC-3G (Homo sapiens), Q9HC16 | HeLa A3G-eYFP + Vif (tagged APOBEC3G with the HIV-1 protein that degrades it), YFP fluorescence, overnight | Potency, µM (highest dose often 46.1 µM), for the others: top-dose activity, negative = active, most hits filed as inhibitors | hit rate 0.076% among 410,000 | AID 602310, 2012;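 also: potency is read from the fitted curve at half-maximal effect; % is scaled to controls: 0 for no effect and ±100 for the full control effect; nearly all actives have a fitted effect of over 60% in size; hits raise eYFP signal because A3G escapes Vif-driven loss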
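Read-out is eYFP fluorescence (Ex 488/Em 500-530) from Vif-expressing HeLa A3G-eYFP cells; more signal means A3G escaped Vif-mediated degradation. Cells plated overnight, compound pinned in, incubated overnight at 37 deg C.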
TrxR1 substrate = qHTS Assay for Substrates of Mammalian Selenoprotein Thioredoxin Reductase 1 (TrxR1): qHTS | purified TrxR1 substrate turnover, NADPH consumption readout | Potency, µM (series often up to 114 µM), for the others: at the top dose activity change, negative = substrate turnover | hit rate 0.01% among 390,000 | AID 588456, 2011; also: potency is read from the fitted curve at half-maximal effect; % is scaled to controls: 0 for no effect and ±100 for the full control effect; nearly all actives have a fitted effect of over 50% in size
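Rat TrxR1, dispensed at 90 nM, was prereduced with 400 uM NADPH (final) for 5 min at ~22 deg C, then incubated with compound 15 min before 400 uM selenite. A first-read NADPH fluorescence drop versus no-compound background flagged substrates.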
LDHA inh = qHTS assay for inhibitors of human lactate dehydrogenase; L-lactate dehydrogenase A chain (Homo sapiens), P00338; purified LDHA, NADH/diaphorase-resazurin fluorescence; hits give low values; activity change, % (values are at about 110 or 230 µM); hit rate 0.15% among 480,000; in the data active = activity change below about -30%; inconclusive = mostly about -25% to -30%;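 also: plate controls were DMSO wells for no effect and wells without enzyme for full effect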
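LDH5 2 nM; NADH 0.06 mM, pyruvate 0.2 mM; 200 mM Tris pH 7.4, EDTA, Tween-20; 5 min RT. Detection: diaphorase 0.133 mg/mL + resazurin 37 µM, fluorescence ex540/em590 at 0 and 20 min; normalized to enzyme-free and DMSO wells.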
* hit, by the source's call; ? = inconclusive; . = no result given; & = joins results of further samples; [ ] = dose if it differs, or a comment. Unless noted, calls follow the shape of the dose curve; as a rule, active = well fitted curve in the direction sought with a large enough effect; inconclusive = small, poorly fitted or top-dose-only effect, or another doubt; inactive = no such curve, though single readings can be large; an effect the other way counts as inactive or inconclusive. Some of the compounds tested, so the mix of outcomes need not match the whole.

SMILES	Vif-APOBEC3F blk	RGS4 inhibitor	rTrxR1 inhibitor	IDH1 R132H inh	USP1 inh	GRP78 ERSR act	Vif-APOBEC3G blk	TrxR1 substrate	LDHA inh
CCOC(=O)c1sc(NC(=O)CSc2nnc(Cc3ccccc3)o2)c(C#N)c1C	0%	?	-49%	3%	-22%	-4%	-3%	4%[57.1 µM]	-1
Cc1ccc(CN2CCCN(CC(=O)Nc3ccc(C)cc3C)S2(=O)=O)cc1	6%	0%	24%	13%	-7%	-2%	6%	3%	-2
O=C(c1nc2ccccc2s1)N1CCSCC1	-5%	8%	9%	1%	-8%	6%	1%	3%	-2
Cc1cc(C)n(CC(=O)N2CCCC(N3CCN(Cc4ccc5c(c4)OCO5)CC3)C2)n1 (stereo unspecified)	9%	8%	-10%	7%	-9%	1%	-1%	-8%	-1
O=C(COC(=O)C1CCC1)NCc1ccccc1	-15%	-5%	14%	1%	?	-1%	0%	0%	-4
COc1cc(/C=N/NC(=O)C(=O)/C=C2\NC3(CCCC3)Cc3ccccc32)ccc1O	-8%	-4%	8%[57.1 µM]	5%	?	-3%	0%	6%[57.1 µM]	0
Cc1c(C(=O)N(C)C(C)c2ccncn2)oc2c(F)cccc12 (stereo unspecified)	9%	3%	6%	-13%	-4%	1%	0%	-2%	-6
COc1cc(C)c(S(=O)(=O)NCc2cccnc2)cc1C	-4%	-4%	23%	4%	-20%	-2%	0%	3%	-6
COc1ccc(C(=O)NC(=S)NCc2cccnc2)cc1OC	3%	-7%	-23%	15%	-6%	-2%	3%	-4%	-5
O=C(CSc1nnnn1C1CCCC1)c1ccc2c(c1)OCCO2	0%	-2%	7%	-1%	-15%	-3%	-1%	-7%	1
CC1(C(=O)Nc2cccc(S(=O)(=O)N3CCOCC3)c2)Cc2ccccc2C(=O)O1 (stereo unspecified)	-5%	-6%	33%[0.0914 µM]	5%	-2%	-1%	-1%	8%[57.1 µM]	-4
CC(C)c1nnc(NC(=O)C2CCCN2C(=O)Nc2ccccc2[N+](=O)[O-])s1 (stereo unspecified)	1%	10%	-18%	11%	-8%	-2%	0%	-12%	-4
CC1=C(C(=O)NCCc2ccc(C)cc2)C2(CCC(C)CC2)OC1=O (stereo unspecified)	-7%	-5%	22%[57.1 µM]	0%	-24%	-6%	-5%	8%[57.1 µM]	-6
COc1ccc(N2CC(NC(=O)Nc3ccccc3)CC2=O)cc1 (stereo unspecified)	-12%	18%	26%	-1%	3%	-3%	1%	1%	-2
COc1ccc(CCNc2ccc(S(=O)(=O)N3CCN(C)CC3)cc2[N+](=O)[O-])cc1	10%	26%	14%	-8%	-9%	-2%	2%	-2%	-3
CCN(CC)c1ccc(-c2nc(-c3ccco3)no2)cc1[N+](=O)[O-]	1%	16%	-3%	5%	-13%	-4%	4%	-4%	-12
NNC(=O)c1ccc(COc2ccc(Br)cc2)o1	-6%	15%	-4%	-2%	-11%	-1%	-1%	-8%	-10
O=C(N[C@@H]1C/C=C\C[C@@H](CC(=O)N(CCO)Cc2ccccc2)C(=O)N[C@@H](c2ccccc2)COC1=O)OCC1c2ccccc2-c2ccccc21	3%	-4%	-2%	2%	-17%	-1%	2%	1%	0
Cc1csc2c(=O)[nH]cnc12	5%	-2%	16%[57.1 µM]	4%	-9%	-2%	-2%	-18%[57.1 µM]	-5
CCOc1ccc2cc(C#N)c(SCC(=O)OC)nc2c1	-11%	-14%	24%	0%	-16%	8%	0%	13%	-2
O=C(CC12CC3CC(CC(C3)C1)C2)N/N=C/c1ccncc1	6%	?	-15%	-4%	-10%	-2%	1%	-2%	-8
CC(C)=CCN1CCN(Cc2ccc(C#CC(C)(C)O)s2)CC1CCO (stereo unspecified)	6%	-30%	15%[57.1 µM]	9%	3%	-2%	-1%	-22%[57.1 µM]	-6
c1ccc(-c2cc(-c3nnc4n3N=C(c3ccc5ccccc5c3)CS4)[nH]n2)cc1	?	-10%	7%	12µM*	-6%	1%	?	-6%	-4
COc1ccc(-c2noc3c2-c2nc(C4CCCCC4)sc2CC3)cc1	2%	-14%	21%[57.1 µM]	-8%	-3%	-1%	-4%	4%[57.1 µM]	0
COc1cc(C2Nc3cccc4cccc(c34)N2)ccc1O	-6%	10%	-65%	7%	?	-2%	-7%	12%[57.1 µM]	-2
CCn1c(=O)n(CC)c2cc(N3CCCC3)c(NC(=O)c3cc(Br)ccc3OC)cc21	7%	-4%	7%	-12%	-15%	-4%	2%	-7%	3
CC(NC(=O)COC(=O)CCc1nc(=O)c2ccccc2n1C)c1ccccc1 (stereo unspecified)	-11%	24%	-7%	8%	-3%	-4%	-3%	-3%	-4
CCC(C(=O)O/N=C(\N)c1ccc(Cl)cc1)c1ccccc1 (stereo unspecified)	-6%	-3%	8%	2%	-13%	2%	0%	-1%	-3
O=C1[C@H](Cc2ccccc2)NCCCC[C@H](c2ccc(Cl)cc2)N1Cc1ccccc1	-2%	15%	8%&12%	-3%[38.3 µM]	-8%	-2%&-1%	-6%&-10%	-3%&-3%	-2
Cc1c(Cl)cccc1NC(=O)CSc1nc(=O)n(Cc2ccccn2)c2c1CCC2	5%	-12%	3%[57.1 µM]	3%	-27%	0%	-6%	2%[57.1 µM]	-4
COc1cc(/C=N/NC(=O)c2cc(-c3ccc4c(c3)OCO4)n[nH]2)ccc1O	-8%	-5%	5%[57.1 µM]	-6%	-4%	2%	-3%	1%[57.1 µM]	-6
COc1ccc(-c2csc(NC(=O)CCCc3nc4ccccc4c(=O)[nH]3)n2)cc1OC	7%	13%	-7%	1%	-15%	-4%	-7%	-7%	-8
COc1nc(-c2ccccc2)ccc1-c1noc(COc2ccccc2)n1	-4%	3%	-24%	-7%	-14%	-2%	0%	16%	-3
O=C(Nc1ccc(F)cc1)c1ccccc1Oc1ccc(C(F)(F)F)cc1[N+](=O)[O-]	-18%	-1%	2%	-10%	-21%	-2%	-1%	-15%	-4
COc1ccc(NC(=O)CCC(=O)N2CCOCC2)c([N+](=O)[O-])c1	2%	5%	5%	-7%	-20%	3%	-4%	-2%	-13
CC1/C(=N/O)CC(c2ccccc2)N(C)C1c1ccccc1 (stereo unspecified)	-17%	14%	6%	3%	-4%	-5%	1%	7%	-5
CCOc1cc(NC(=S)Nc2ccccc2)c(OCC)cc1NC(=O)c1ccc(OC)cc1	3%	-24%	-3%	-2%	-21%	-2%	-1%	-9%	-1
CCCC(=O)Oc1ccc2[nH]c(C(=O)c3cc4ccccc4[nH]3)cc2c1	.	.	9%	.	.	3%	0%	7%	1
Cc1cc(C)c2oc(C(=O)NCCc3ccc(S(N)(=O)=O)cc3)cc(=O)c2c1	-8%&0%	-13%&9%	10%&5%	1%&-3%	-9%&-24%	-2%&-4%	-1%&1%	1%&-7%	4&-3&-3
Cc1noc(C)c1CSc1nnc2sc3ccccc3n12	3%	5%	7%	6%	-12%	-3%	-1%	4%	-1
O=C(Nc1ccc(C(=O)N2CCCC2)cc1)C1CCCC1	-1%	-1%	11%	-9%	-3%	-1%	-1%	-1%	-1
O=C(C1=C(O)C(=O)N(CCN2CCOCC2)C1c1ccccc1)c1cccs1 (stereo unspecified)	-7%	-2%[56.9 µM]	?	0%	-3%	1%	1%	-8%	5
Cc1ccc2cc3cc(C(=O)N4CCCCC4C)oc3nc2c1 (stereo unspecified)	3%	-2%	-4%	7%	-19%	1%	-7%	-9%	1
CC1(C)CC(n2c(NCCO)nc3c(c2=O)C2(CCCC2)Cc2ccccc2-3)CCO1 (stereo unspecified)	-3%	10%	11%	4%	19%	-2%	-1%	60%[activator]	-2&1
CCOc1cc2c(cc1OCC)C(c1ccccc1)N(c1ccccc1)C(=O)C2 (stereo unspecified)	-2%	-15%	17%[57.1 µM]	1%	-21%	-7%	0%	13%[57.1 µM]	-3
CC(C)NS(=O)(=O)c1ccc(CCC(=O)NCc2ccccn2)cc1	-1%	-5%	-4%	-3%	-17%	-6%	-1%	-8%	-11

Just IDH1 R132H inh, Vif-APOBEC3G blk and TrxR1 substrate (two entries from above):
smiles | IDH1 R132H inh | Vif-APOBEC3G blk | TrxR1 substrate
Cc1c(C(=O)N(C)C(C)c2ccncn2)oc2c(F)cccc12 (stereo unspecified) | -13% | 0% | -2%
CCOc1cc(NC(=S)Nc2ccccc2)c(OCC)cc1NC(=O)c1ccc(OC)cc1 | -2% | -1% | -9%

Source: PubChem BioAssay
